human PMI inhibition = MPI enzyme activity inhibition – biochemical, fluorescence intensity, coupled assay, primary screen (AID 1209) | actives 0.42% (n = 190,000) | purified PMI enzyme, coupled fluorescence intensity; higher % means a stronger effect | inhibition, % at 20 µM, or IC50 in µM where a hit was titrated;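 further: plate controls were DMSO vehicle for no effect and wells lacking substrate for full effect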
TNAP activators = stimulation of alkaline phosphatase TNAP activity – biochemical, luminescent, no phosphate acceptor, uHTS, primary screen (AID 1001); purified TNAP, luminescent activation assay, no phosphate acceptor; higher activation fold means a stronger effect; one-dose activation fold at 20 µM; EC50 in µM for titrated hits; actives 0.03% (n = 200,000); in the data active means activation fold from about 3, or a potency from the dose series; inactive means the rest, 99 in 100 with activation fold below about 1.6; further: many of its hits are not listed in these tables
Hep lipid drop = hepatic lipid droplet formation modulation. AML12 mouse hepatocytes, oleate lipid droplets, BODIPY imaging. inhibition, % at 6.5 µM. actives 0.4% (n = 240,000). AID 1656;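 active means lipid droplet intensity inhibited by at least 50%, with more than 500 cells counted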
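System: AML12 hepatocytes (mouse). Probe or stimulus: oleic acid at 100 µM to induce lipid droplet formation. Times: overnight treatment with compound plus oleate. Detection: Image-based BODIPY and DAPI two-channel analysis. Evaluation: percent inhibition of filter-corrected integrated lipid droplet intensity per well.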
T cell HTS = T cell immune modulators affecting CD8 T cell-vesicle binding | calls only at 7 µM | 2C CD8+ T cell-vesicle binding, flow cytometry; active compounds read low | actives 0.068% (n = 330,000);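 active means response, share of CD8 T cells binding vesicles, and their 90th percentile fluorescence all below set limits, cut at about 80% in these data, passing the limit was not always enough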
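Test system: purified 2C TCR transgenic mouse naive CD8+ T cells. Probe or stimulus: QL9-peptide-loaded Drosophila micro-vesicles bearing Ld, ICAM-1 and B7-1. Incubation: binding step 1.5 h, 37 °C, antibody labelling 20 min, ice. Measured by: flow cytometry of vesicle-bound cells.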
b-catenin transl = beta-catenin nuclear translocation modulation; HeLa beta-catenin nuclear translocation, immunofluorescence imaging; nuclear translocation activity, % at 5 µM; actives 0.3% (n = 190,000);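 active means nuclear translocation activity above 50% at 5 µM, with a well cell count of 50 or more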;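 further: per-cell ratio of nuclear to cytoplasmic median beta-catenin stain intensity; plate controls were DMSO negative control for no effect and GSK-3 inhibitor IX positive control for full effect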
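test system = HeLa cells, endogenous beta-catenin | dosing = single 5 µM dose plus 0.02–20 µM confirmation series | times = compound treatment 24 h, 37°C, 5% CO2 | technique = beta-catenin immunofluorescence imaging with DAPI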
Autophagy mod = alters autophagy in cells. MEF GFP-LC3 puncta imaging; test concentration mostly 10 µM. calls only at 10 µM (by protocol). actives 0.98% (n = 190,000). AID 463193;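 active means percentage of spot-positive cells more than 3 SD above its plate mean, without a fluorescence outlier flag or 80% toxicity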;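 further: spot-positive cell cutoff set from DMSO-treated cells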
PMI inhibition = MPI inhibition at elevated mannose 6-phosphate – biochemical, fluorescence intensity, high mannose 6-phosphate, primary screen (AID 1220); actives 0.66% (n = 190,000); one-dose inhibition, % at 20 µM; IC50 in µM for titrated hits; recombinant PMI enzyme, coupled fluorescence intensity; higher % means a stronger effect
MT stabilize HCS = microtubule stabilizers in HeLa cells; HeLa tubulin immunostaining HCS, 24 h; share of cells brighter than vehicle mean+2SD; % tubulin-high responders, % at 10 µM; actives 0.83% (n = 200,000);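 active means plate Z-score above 3 for both tubulin-high and condensed-nucleus cell shares, with cell loss under 80%, at 10 µM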;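 further: anti alpha tubulin signal scored within the nucleus-defined area of each cell; some results filed as inactive read as strong as hits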
Ins promoter up = MIN6 insulin promoter up-regulation; MIN6 insulin promoter-GFP reporter, high-content imaging; active compounds read high; z-score at 5 µM; actives 0.3% (n = 190,000); AID 1625;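 active means z-score above 3 at 5 µM with at least 500 cells counted in the well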
Ins promoter up cell count = also measured in Ins promoter up; calls as there; cell count; measured here: cytotoxicity, nuclei count;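 total cells summed across four imaged fields per well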
Hep lipid drop cells 6.5 µM = also measured in Hep lipid drop; calls as there; cell count; measured here: cell count, cytotoxicity flag;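 cells counted across two imaged fields per well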
b-catenin transl cell count 5 µM = further read-out of b-catenin transl, marked with its call; cell count; measured here: cell count, cytotoxicity flag
T cell HTS vesicle-bound % = further read-out of T cell HTS, marked with its call; double positive events, %; measured here: CD8+ vesicle-bound cell fraction;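 binding gate set so that unloaded-vesicle control wells show 10% double positive cells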
MT stabilize HCS Hoechst-high % = also measured in MT stabilize HCS; calls as there; % Hoechst-high responders; measured here: nuclear condensation Hoechst responders;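 share of cells brighter than vehicle mean plus two SD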
MT stabilize HCS cytotoxicity % = second read-out of MT stabilize HCS, no call of its own (marks repeat the call); toxicity, %; measured here: cytotoxicity by cell density;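 0% = mean cell density of plate MIN control wells and 100% = no cells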
Autophagy mod cell loss 18 h = further read-out of Autophagy mod, marked with its call; toxicity, %; measured here: cell loss, nuclei count;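 cell loss after 18 h compound exposure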
* marks the source's active call; other numbers are inactive results; i = inactive; x = not tested or not shown. Unless noted, no stated cut-off is given here; in the data, active means inhibition above about 50%; inactive means the rest.

Each structure is followed by: human PMI inhibition | TNAP activators | Hep lipid drop | Hep lipid drop cells 6.5 µM | T cell HTS | T cell HTS vesicle-bound % | b-catenin transl | b-catenin transl cell count 5 µM | Autophagy mod | Autophagy mod cell loss 18 h | PMI inhibition | MT stabilize HCS | MT stabilize HCS Hoechst-high % | MT stabilize HCS cytotoxicity % | Ins promoter up | Ins promoter up cell count
COc1ccc(CN(C(=O)c2cc3ccccc3oc2=O)C2CCCC2)cc1
    7% | 1 | -17 | 735 | i | 16 | -3.0 | 1149 | i | 2 | 4% | 4.5 | 1.7 | 6.4 | x | x
Cc1cc(C)cc(-n2c(SCC(=O)NCc3ccc4c(c3)OCO4)nc3ccccc3c2=O)c1
    10% | 1.1 | -22 | 522 | i | 49 | 0.2 | 1125 | i | 4 | 2% | 5.1 | 3.4 | 11 | 0.4 | 1471
CCn1c(SCc2ccc(C)cc2)nnc1-c1cnccn1
    -4% | 1.1 | x | x | i | 28 | -5.4 | 1050 | i | 2 | 2% | 4.3 | 2.6 | 6.8 | -0.1 | 1212
CC(C)(C)c1nnc(NC(=S)Nc2ccccc2)s1
    4% | 1.1 | 24 | 704 | i | 52 | 0.0 | 1569 | i | -11 | 9% | 1.8 | 1.6 | 8.4 | -0.31 | 1332
Cc1noc(C)c1CSc1nnc(-c2cc(Cl)ccc2Cl)n1N
    -3% | 1.1 | x | x | i | 37 | -7.1 | 1014 | i | 7 | 9% | 3.1 | 3.2 | 5.3 | 1.9 | 1388
COc1ccc(CNC(=O)CN2C(=O)CC(c3ccccc3)=Nc3ccccc32)cc1
    14% | 1.1 | 0 | 700 | i | 62 | -3.4 | 1093 | i | -11 | 8% | 2.4 | 1.9 | 8.2 | 0.19 | 1530
CN1CCN(c2nc(NCc3ccco3)nc(N)c2[N+](=O)[O-])CC1
    x | x | 5 | 748 | i | 39 | -0.9 | 1254 | x | x | x | x | x | x | -0.4 | 1098
N=c1ccn(Cc2cccc(Cl)c2)cc1
    -1% | 1.1 | x | x | i | 29 | 1.7 | 753 | i | 18 | -4% | 4.2 | 4.3 | 0.3 | -6.4 | 628
CCOc1ccc(N(CC(=O)NC(C)CC)S(C)(=O)=O)cc1 (stereo not given)
    5% | 1 | x | x | i | 25 | x | x | i | 6 | 6% | 0.8 | 1.8 | 7.4 | 0.76 | 910
Cc1ccc(C(=O)Nc2cc(C(F)(F)F)ccc2N2CCCCC2)cc1[N+](=O)[O-]
    14% | 1 | 22 | 539 | i | 15 | -2.1 | 1110 | i | 8 | 17% | 3.6 | 1.5 | 10 | -0.16 | 1773
O=C(NC(N1CCCC1)C(Cl)(Cl)Cl)c1ccccc1 (stereo not given)
    -2% | 1.1 | x | x | i | 33 | -3.3 | 1378 | i | 6 | 0% | 2.2 | 1.0 | 7.2 | -0.5 | 1630
Clc1ccc(C2=NCCN2)cc1
    -3% | 1.1 | 2 | 702 | i | 53 | 0.3 | 1514 | i | -8 | 1% | 9.9 | 2.2 | 6.0 | 0.12 | 1377
O=C1c2ccccc2C(=O)N1CNc1ccccc1
    20% | 1.1 | 13 | 674 | i | 27 | 1.5 | 977 | i | 5 | 14% | 3.3 | 2.1 | 5.1 | 0.1 | 1733
CC(C)Oc1ccc(C(=O)Nc2ccc(Cl)c(S(=O)(=O)Nc3ccc(Cl)cc3)c2)cc1
    7% | 1.1 | -21 | 675 | i | 47 | -1.1 | 576 | i | 3 | 6% | 2.4 | 1.5 | 7.4 | -0.33 | 1346
CC(C)COC(=O)c1nnsc1NC(=O)Nc1ccccc1
    -3% | 1.1 | x | x | i | 24 | -2.2 | 982 | i | -1 | 0% | 3.7 | 2.2 | 3.6 | -3.9 | 821
CC(=O)NC1=NN(C(C)=O)C(C)(c2cccnc2)S1 (stereo not given)
    5% | 1 | 6 | 673 | i | 39 | -1.5 | 1085 | i | 9 | -2% | 1.4 | 1.1 | 3.9 | -0.12 | 1234
CNc1nn(-c2cccc(Cl)c2)nc1N
    28% | 1 | -9 | 600 | i | 14 | -0.2 | 1006 | i | -2 | 28% | 9.4 | 3.8 | 3.6 | -0.63 | 1069
O=C(Nc1ccccc1F)NC1CCCc2ccccc21 (stereo not given)
    x | x | -7 | 659 | i | 57 | 0.0 | 1127 | x | x | x | x | x | x | 0.41 | 1533
CCOC(=O)c1c(C)oc2ccc(OC(=O)c3cccs3)cc12
    0% | 1 | 7 | 741 | i | 47 | -4.4 | 571 | i | 11 | 2% | 3.3 | 1.5 | 4.0 | -0.02 | 1247
COc1ccc(OC)c2c(=O)cc(C(=O)O)[nH]c12
    x | x | -5 | 757 | i | 46 | -0.8 | 1372 | x | x | x | x | x | x | -0.72 | 897
CC(=O)c1ccc2c(c1)Nc1ccccc1S2
    9% | 1.1 | 9 | 795 | i | 28 | 0.0 | 951 | i | 0 | 10% | 5.2 | 1.9 | 5.4 | -0.63 | 1299
Cc1cc(/C=C2/NC(=O)NC2=O)c(C)n1-c1ccccn1
    -22% | 1.1 | -4 | 648 | i | 26 | -0.9 | 939 | i | -17 | -14% | 2.4 | 1.9 | 4.1 | 0.49 | 1237
CN1CCN(c2ccc(NC(=O)Cc3ccccc3)cc2)CC1
    2% | 1 | -7 | 722 | i | 36 | 1.8 | 774 | i | 3 | -4% | 2.9 | 2.9 | 7.5 | 0.93 | 1273
O=C(C[n+]1cc(-c2ccc(F)cc2)n2c1CCC2)Nc1nc(-c2ccccc2)cs1
    6% | 1 | -9 | 570 | i | 38 | -0.1 | 891 | i | -1 | 3% | 1.4 | 2.8 | 4.3 | 0.48 | 1255
Cc1ccc(NC(=O)CN2C(=O)N/C(=C/c3ccc(N4CCOCC4)cc3)C2=O)cc1
    5% | 1.1 | -6 | 660 | i | 3 | -2.8 | 1230 | i | 4 | -3% | 3.8 | 3.2 | 6.8 | 0.39 | 1418
CCNC(=O)NC(=O)CSc1ccccc1F
    6% | 1.1 | x | x | i | 50 | x | x | i | -8 | 3% | 4.3 | 1.9 | 8.4 | 0.2 | 1353
Cc1nn(-c2ccccc2C(F)(F)F)c(=O)c2noc(C)c12
    x | x | 1 | 651 | i | 48 | 1.3 | 1175 | x | x | x | x | x | x | 0.48 | 1381
CC(C)[N+](C)(C)CC#CC(O)(c1ccccc1)c1ccccc1
    x | x | -7 | 698 | i | 37 | 1.6 | 1350 | x | x | x | x | x | x | 0.11 | 975
Cc1ccc(N2CC(C(N)=O)CC2=O)cc1C (stereo not given)
    10% | 1.1 | 2 | 636 | i | 6 | -0.5 | 1073 | i | 3 | 8% | 2.8 | 2.3 | 8.0 | 0.66 | 1899
Cc1ccc(NS(=O)(=O)c2ccc3c(c2)C(=O)c2ccccc2C3=O)c(C)c1
    15% | 1.1 | -8 | 597 | i | 37 | 5.1 | 1150 | i | 13 | 44% | 1.3 | 3.1 | 9.0 | 0 | 1191
COc1ccc(N(C2=NCCCS2)S(=O)(=O)c2ccc(C(C)(C)C)cc2)cc1
    7% | 1 | 4 | 763 | i | 42 | 0.6 | 984 | i | 23 | 2% | 2.6 | 2.0 | 5.0 | 0.21 | 1355
CC(OC(=O)c1nn(C(C)C)c(=O)c2ccccc12)C(=O)Nc1ncc(Cl)cc1Cl (stereo not given)
    -1% | 1 | -5 | 659 | i | 53 | 2.3 | 1101 | i | -4 | -13% | 3.0 | 2.7 | 5.0 | -0.46 | 1533
COc1ccccc1NS(=O)(=O)c1cccc(N=C2N=C(N)c3ccccc32)c1
    18% | 1 | 0 | 658 | i | 58 | -1.6 | 938 | i | 8 | 13% | 3.6 | 2.1 | 14 | x | x
Cc1sc(NC(=S)NC(=O)c2cccs2)nc1-c1ccc(CC(C)C)cc1
    11% | 0.9 | 8 | 843 | i | 49 | -4.0 | 949 | i | -2 | 9% | 2.3 | 2.3 | 4.7 | -0.06 | 922
Cc1ccc(S(=O)(=O)N(C)CC(=O)N/N=C/c2ccc(C)o2)cc1
    x | x | -6 | 684 | i | 5 | -1.1 | 1294 | x | x | x | x | x | x | 0.56 | 1097
O=C(N/N=C/c1nn(-c2ccccc2)cc1-c1ccc(Cl)cc1)c1ccncc1
    8% | 1 | 3 | 735 | i | 26 | 6.3 | 856 | i | 3 | 4% | 2.9 | 4.3 | 3.3 | 0.33 | 1337
COc1ccc(C(=O)NCC2OCCc3ccccc32)c(O)c1 (stereo not given)
    5% | 1 | 2 | 739 | i | 44 | 0.0 | 1007 | i | -3 | 5% | 2.0 | 1.8 | 5.0 | -0.41 | 1366
Cc1cc(C)n2c(SCCO)nnc2n1
    x | x | 0 | 681 | i | 41 | -0.3 | 1347 | x | x | x | x | x | x | 0.48 | 1064
O=C(O)CCC(=O)NC1CCCCCCC1
    3% | 1.1 | -3 | 721 | i | 54 | 0.0 | 1221 | i | 2 | 2% | 3.3 | 2.2 | 4.7 | 0.48 | 1298
COc1cc(C)c(S(=O)(=O)N2CCOCC2)cc1C
    0% | 1.1 | -4 | 763 | i | 11 | -2.1 | 1355 | i | 2 | -1% | 3.8 | 2.2 | 8.9 | 0.29 | 1214

2 entries from above, with tabs.
Molecule	human PMI inhibition	TNAP activators	Hep lipid drop	Hep lipid drop cells 6.5 µM	T cell HTS	T cell HTS vesicle-bound %	b-catenin transl	b-catenin transl cell count 5 µM	Autophagy mod	Autophagy mod cell loss 18 h	PMI inhibition	MT stabilize HCS	MT stabilize HCS Hoechst-high %	MT stabilize HCS cytotoxicity %	Ins promoter up	Ins promoter up cell count
Cc1noc(C)c1CSc1nnc(-c2cc(Cl)ccc2Cl)n1N	-3%	1.1	x	x	i	37	-7.1	1014	i	7	9%	3.1	3.2	5.3	1.9	1388
CC(C)Oc1ccc(C(=O)Nc2ccc(Cl)c(S(=O)(=O)Nc3ccc(Cl)cc3)c2)cc1	7%	1.1	-21	675	i	47	-1.1	576	i	3	6%	2.4	1.5	7.4	-0.33	1346

High-throughput results from PubChem.
